# PTHR1 ag – agonists of human PTHR1 parathyroid hormone receptor; Q03431; HEK293 GP2 PTHR1 cells, GloSensor cAMP luminescence, 1 h; Potency, µM (titrated, usually from 115 µM), without a hit: at the highest dose activation, usual class: activators; hit rate 0.075% among 410,000; AID 743266; further: nearly all actives have a fitted effect of over 55% in size; some results filed as inactive show a strong effect at the top dose; inactives centre near -15; many of its hits are not listed in these tables
# Target sequence (Q03431 whole entry, looked up): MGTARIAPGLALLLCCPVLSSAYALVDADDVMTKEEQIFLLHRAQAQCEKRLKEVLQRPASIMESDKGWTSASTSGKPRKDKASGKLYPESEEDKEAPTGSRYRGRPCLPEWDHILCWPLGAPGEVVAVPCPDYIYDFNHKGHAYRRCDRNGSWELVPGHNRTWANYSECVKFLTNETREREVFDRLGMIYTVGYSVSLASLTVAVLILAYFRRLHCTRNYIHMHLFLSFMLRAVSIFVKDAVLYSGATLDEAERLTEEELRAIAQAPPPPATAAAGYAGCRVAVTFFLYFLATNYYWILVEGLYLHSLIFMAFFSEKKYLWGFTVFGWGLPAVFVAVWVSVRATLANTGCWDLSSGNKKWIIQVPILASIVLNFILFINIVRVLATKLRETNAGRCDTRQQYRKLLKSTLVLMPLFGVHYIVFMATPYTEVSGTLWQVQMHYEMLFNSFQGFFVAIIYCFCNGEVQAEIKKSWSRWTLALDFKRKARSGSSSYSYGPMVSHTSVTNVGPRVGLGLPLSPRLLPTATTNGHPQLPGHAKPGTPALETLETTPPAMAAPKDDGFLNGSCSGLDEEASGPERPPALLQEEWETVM
#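 HEK-293-derived GP2 cells expressing PTHR1 and a GloSensor cAMP reporter, 3,000/well, plated overnight, given luciferin plus IBMX (each 0.5 mM as added) for 1 h at 37 °C, then compound for 1 h at 37 °C. Luminescence was read after 15 min at room temperature.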
# HEK293 tox – cytotoxic in the GLP-1 receptor inverse agonist counter-screen; hit rate 0.13% among 410,000; HEK293 cAMP-luciferase reporter cells, luminescence, 24 h; AID 624418; Potency, µM (series often up to 38.3 µM), for inactives: at the top dose activity change, negative = inhibition, most hits filed as inhibitors;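 further: loss of luciferase light is scored as toxicity; on the % scale 0 is the no-effect control and ±100 the full control effect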
#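 To flag toxic compounds, the library was rerun on cells for 24 hr at 37 deg C and 5% CO2. Viability-linked luminescence was captured 12 min after adding luciferase detection reagent.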
# GLP1R inv ag – GLP-1 receptor (human) inverse agonism | Potency, µM (doses to about 38.3 µM), for inactives: at the highest dose activity change, negative = inhibition, actives largely listed as inhibitors | P43220 | hit rate 1.6% among 410,000 | HEK293 GLP-1R CRE-luciferase, luminescence, 24 h; GLP-1R form is constitutively active | AID 624417; further: on the % scale 0 is the no-effect control and ±100 the full control effect; nearly all actives have a fitted effect of over 55% in size
# Target sequence (P43220 whole entry, looked up): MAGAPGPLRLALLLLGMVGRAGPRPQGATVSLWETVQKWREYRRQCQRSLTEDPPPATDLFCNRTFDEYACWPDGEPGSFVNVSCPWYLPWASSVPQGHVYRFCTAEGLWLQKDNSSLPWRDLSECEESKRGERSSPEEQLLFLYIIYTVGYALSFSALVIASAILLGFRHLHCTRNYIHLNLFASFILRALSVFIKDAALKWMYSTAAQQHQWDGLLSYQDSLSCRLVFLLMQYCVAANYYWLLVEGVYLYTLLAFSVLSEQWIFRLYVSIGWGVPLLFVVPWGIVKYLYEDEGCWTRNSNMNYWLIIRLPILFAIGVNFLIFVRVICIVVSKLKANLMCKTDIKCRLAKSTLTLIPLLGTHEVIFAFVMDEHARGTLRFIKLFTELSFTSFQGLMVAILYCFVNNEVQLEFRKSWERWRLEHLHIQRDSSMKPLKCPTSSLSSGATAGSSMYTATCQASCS
#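 Using stably transfected HEK293 (constitutively active GLP-1R, cAMP-luciferase reporter), compounds were incubated 24 hr and luciferase measured by luminescence.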
# The depositor's hits bear a star; i = inactive; ? = inconclusive; [ ] = another dose, or the depositor's remark. The call rests on the fitted dose curve; in most records, active means well fitted curve in the direction sought with a large enough effect; inconclusive means small, poorly fitted or top-dose-only effect, or another doubt; inactive means no such curve, though single readings can be large; an effect the other way counts as inactive or inconclusive. Potency means the concentration at half of the fitted maximal effect. Not all compounds are listed. The share of hits here may be higher or lower than overall.
SMILES,PTHR1 ag,HEK293 tox,GLP1R inv ag
Cc1cccc(NC(=O)CSc2cc(C)c3ccccc3n2)c1,-30%,6%,?
CCCOc1ccc(C(=O)Nc2nonc2-c2ccc(OCC)cc2)cc1,i,7%,2%
O=C(NCCS(=O)(=O)N1CCN(c2ccc(F)cc2)CC1)C(c1ccccc1)c1ccccc1,-60%[inhibitor],1%,1%
COCCNC(=O)CCn1c(=O)c2cc(OC)c(OC)cc2n(CC(=O)Nc2ccc(F)c(Cl)c2)c1=O,-34%[inhibitor],8%,-1%
Cc1cccc(C)c1Nc1c(-c2ccccc2F)nc2cccc(C)n12,-4%,-7%,?
COc1ccccc1CNC(=O)C(C)n1c(=O)cc(C(F)(F)F)c2c(C)nn(C)c21 (centres undefined),i,8%,7%
COc1ccc(NC(=O)Cn2c(SCc3cc(C)ccc3C)nc3ccncc32)c(OC)c1OC,-6%,-1%,?
COc1ccccc1CNC(=O)c1ccc2c(c1)N(Cc1ccc(C)cc1)CCS2,i,1%,?
COc1ccc(N(CC(=O)NCc2ccccc2Cl)S(=O)(=O)c2c(C)[nH]c(=O)[nH]c2=O)cc1,i,-7%,6%
Cc1cc(C)cc(NC(=O)c2cc(CN3CCCC3)on2)c1,i,-5%,-9%
CCCn1cc(S(=O)(=O)c2ccc(CC)cc2)c(=O)c2ccccc21,i,10%,1%
Cc1ccc(N2CCn3c2nc2c3c(=O)n(C/C=C/c3ccccc3)c(=O)n2C)cc1C,i,-4%,0%
CCc1cccc(NC(=O)CSc2nncn3c2cc2sccc23)c1,-7%,-2%,-7%
Brc1ccccc1-n1ncc2c1ncn1nc(Cc3ccccc3)nc21,i,5%,8%
CCOc1ccccc1C(=O)N(Cc1cccs1)c1ccc(Cl)cc1,-28%,-4%,13µM*
COCCCNC(=O)c1cc2n(n1)CCCN(Cc1ccc(C)cc1)C2=O,-21%,-12%,21%
Cc1cccc(NC(=O)CCc2c(C)nc3nc(CNC(=O)c4cccc(F)c4)nn3c2C)c1,i,-6%,-6%
CCOC(=O)c1cc(-c2ccccc2)n(CCC(=O)Nc2ccccc2CC)c1C,-9%,4%,5%
Cc1ccc(Cn2cc(CCC(=O)NCC(C)c3ccccc3)c3ccccc32)cc1 (centres undefined),-36%[inhibitor],4%,?
Cc1ccc2c(=O)c(C(=O)c3ccc(F)cc3)cn(CC(=O)NCCc3ccccc3)c2n1,?,-2%,-2%
COc1cc2ccccc2cc1C(=O)N1CCN(c2nc3c(F)cc(F)cc3s2)CC1,-5%,-1%,5%
CC(=O)N1CCCc2cc(S(=O)(=O)N3CCN(c4ccc(F)cc4)CC3)ccc21,-37%,3%,-7%
COc1cccc(-n2cc(C(=O)NCc3ccccc3OC)c3ccccc3c2=O)c1,i,2%,0%
Cc1ccc(-n2nc(C(=O)Nc3ccc(C)c(F)c3)c3c4ccccc4n(C)c3c2=O)cc1,13%,14%,-2%
Cc1ccc(CNC(=O)CSc2nc(=O)n(Cc3ccco3)c3c2CCC3)cc1,-22%,3%,-3%
COc1ccc(OCC(=O)Nc2cc(-c3nc4ccccc4o3)ccc2Cl)cc1,-3%,-1%,22%
CCCN(CCC)C(=O)Cn1c(=O)n(-c2cccc(C)c2)c(=O)c2c1c1cc(OC)ccc1n2C,i,-13%,?
Cc1ccc(C)c(N2CCN(S(=O)(=O)c3cnc(N)nc3)CC2)c1,i,1%,-12%
Cc1cc(C(=O)NCc2ccccc2)c2c(C)nn(-c3cccc(F)c3)c2n1,-26%,11%,-18%
COCCCNc1oc(/C=C/c2cc(OC)c(OC)c(OC)c2)nc1C#N,-7%,125%[activator],0%
COc1ccc(Cn2c(C(=O)O)c(CNCCc3cccs3)c3ccc(C)cc32)cc1,i,-15%,0%
COC(=O)c1cc2sc(Cl)cc2n1CC(=O)Nc1cc(OC)cc(OC)c1,i,3%,-10%
COc1ccc(-c2c3c(=O)n(C)c(=O)n(C)c3c3n2-c2ccccc2NC3c2ccco2)cc1 (centres undefined),-22%,-11%,?
CCOC(=O)Cn1c(=O)oc2cc(S(=O)(=O)Nc3cc(OC)cc(OC)c3)ccc21,i,-2%,-10%
Cc1cc(C)cc(Oc2nc3c(C)cccn3c(=O)c2/C=C(\C#N)c2nc3ccccc3[nH]2)c1,i,-11%,-10%
CCOc1ccc(C(=O)NCCc2csc(-c3cccc(F)c3)n2)cc1OCC,i,2%,?
Cc1ccc(OCC(=O)Nc2nnc(SCc3cc(=O)n4cc(C)ccc4n3)s2)cc1,6%,8%,7%
COCCNC(=O)C1CCN(S(=O)(=O)c2ccc3c(c2)CCCN3C(C)=O)CC1,-10%,4%,5%
CCc1ccc(OCC(=O)N(Cc2ccco2)Cc2ccco2)cc1,-5%,-2%,?
CC1(C)O[C@H]2[C@@H](O1)[C@@H](C(=O)Nc1cc(F)ccc1F)O[C@@H]1OC(C)(C)O[C@@H]12,i,7%,11%
CC1=C(c2ccc(C(C)C)cc2)S(=O)(=O)NC1=NCc1ccc(Cl)cc1,i,1%,-4%
Cc1ccc(OCc2nc(-c3ccc(C(=O)N4CCN(c5ccc(Cl)cc5)CC4)cc3)oc2C)cc1,-46%[inhibitor],14%,3%
Fc1cccc(CSc2nc(NCCc3ccccc3)c3ccccc3n2)c1,-18%,2%,9%
CC(=O)c1cccc(NC(=O)CSc2nc3c(=O)n(C)c(=O)n(C)c3n2C)c1,i,1%,14%
CCOc1ccc(-c2cc3nc(C4CCN(C(=O)OC(C)(C)C)CC4)c(C(=O)Nc4cccc(C(F)(F)F)c4)cn3n2)cc1,-22%,1%,6%
Cc1cccc(-n2cnc3cc(C(=O)NC4CCCCCC4)ccc32)c1,-41%[inhibitor],?,?
COc1cc(OC)cc(C(=O)NCc2ccc3c(c2)CCN3C(=O)c2ccccc2)c1,21%,-31%,-29%
Cc1ccccc1CNC(=O)Nc1ccc2c(c1)N(C)C(=O)c1ccccc1S2,-2%,-23%,?
CCc1ccccc1NC(=O)CSc1nnc2ccc3ccccc3n12,-18%,-4%,-1%
CCCCNC(=O)C1=CC(c2ccc3c(c2)OCO3)=NS(=O)(=O)N1C,-22%,-5%,6%
# Next structures follow:
SMILES,PTHR1 ag,HEK293 tox,GLP1R inv ag
O=C(Nc1ccc(F)c(Cl)c1)N1CCN2CCCCC2C1 (centres undefined),i,-1%,-5%
COc1cc(C(=O)NCC(c2ccc(N(C)C)cc2)N2CCCC2)cc(OC)c1OC (centres undefined),-15%,-9%,-18%
CSc1ncc(Cl)c(C(=O)Nc2nc3ccc(F)cc3s2)n1,i,0%,14%
CCOC(=O)c1ccc(NC(=O)CCn2c(=O)c3cccn3c3cccnc32)cc1,-32%[inhibitor],-14%,16%
CCOc1ccc(CN2CCc3nc(N4CCN(c5ccccn5)CC4)ncc3C2)cc1OC,-26%,-8%,-25%
CCc1cccc(CC)c1NC(=O)c1ccc2c(c1)CCN2S(=O)(=O)c1ccccc1,i,-1%,2%
CC(=O)c1[nH]c(C)c(C(=O)NCCc2ccc(C)cc2)c1C,-22%,-18%,11%
Cc1cc(NC(=O)CN2C(=O)CSc3ccc(S(=O)(=O)N(C)C)cc32)ccc1Br,-16%,-3%,?
CCOc1ccc(NC(=O)c2cc(C)nc3c2c(C)nn3-c2cccc(F)c2)cc1,-5%,-7%,1%
O=C(c1ccc(CS(=O)c2ccccc2Cl)o1)N1CCN(c2cccc(C(F)(F)F)c2)CC1 (centres undefined),-42%[inhibitor],-26%,?
Cc1nc2c(C(=O)NCCCN(CC(C)C)CC(C)C)cnn2c(C)c1Cc1c(F)cccc1Cl,i,1%,6%
CC(=O)N1CCN(c2csc3ccc(F)cc3c2=O)CC1,-6%,-11%,5%
CCOC(=O)c1c(C)[nH]c(CCC(=O)NCc2ccc(F)cc2)c1C,i,-4%,-4%
Cc1ccc(NC(=O)CCc2nc3cccnc3n2-c2ccccc2)cc1Cl,-30%[inhibitor],-11%,-13%
COc1ccc(N2CCN(C(=O)c3oc4ccccc4c3NC(=O)c3ccccc3OC)CC2)cc1,-20%,-2%,1%
Cc1cc(C)c(Cn2c3ccccc3c3cnn(CC(=O)NCc4ccc(Cl)cc4)c(=O)c32)c(C)c1,-10%,-5%,-15%
COC(=O)C1CCN(c2csc3ccc(C)cc3c2=O)CC1,i,-2%,10%
Cc1noc(Cn2c(=O)c3ccccc3n(CC(=O)Nc3cccc(Cl)c3C)c2=O)n1,-32%[inhibitor],2%,7%
CCS(=O)(=O)c1ncc(N(Cc2cccc(F)c2)Cc2ccco2)c(C(=O)Nc2ccccc2Cl)n1,17%,4%,15%
COc1ccc(NC(=O)CSc2nc(-c3ccc(OC)cc3)[nH]c2-c2ccc(OC)cc2)cc1,-11%,-5%,-22%

# 5 entries from above in another layout.
structure | PTHR1 ag | HEK293 tox | GLP1R inv ag
CCOC(=O)c1c(C)[nH]c(CCC(=O)NCc2ccc(F)cc2)c1C | i | -4% | -4%
Cc1ccc(NC(=O)CCc2nc3cccnc3n2-c2ccccc2)cc1Cl | -30%[inhibitor] | -11% | -13%
COc1ccc(N2CCN(C(=O)c3oc4ccccc4c3NC(=O)c3ccccc3OC)CC2)cc1 | -20% | -2% | 1%
Cc1cc(C)c(Cn2c3ccccc3c3cnn(CC(=O)NCc4ccc(Cl)cc4)c(=O)c32)c(C)c1 | -10% | -5% | -15%
COC(=O)C1CCN(c2csc3ccc(C)cc3c2=O)CC1 | i | -2% | 10%

# Record cards, as listed above. Screens in order: PTHR1 ag	HEK293 tox	GLP1R inv ag
# `Cc1noc(Cn2c(=O)c3ccccc3n(CC(=O)Nc3cccc(Cl)c3C)c2=O)n1` as listed: -32%[inhibitor]	2%	7%
# `CCOC(=O)c1c(C)[nH]c(CCC(=O)NCc2ccc(F)cc2)c1C` as listed: i	-4%	-4%

# Next compounds:
SMILES,PTHR1 ag,HEK293 tox,GLP1R inv ag
CCN(CC)CCN(C(=O)c1ccc(C(=O)OC)cc1)c1nc2ccc(Cl)cc2s1,i,2%,?
CCN1c2ccccc2-c2nc(SCC(=O)Nc3ccc(C)c(Cl)c3)ncc2S1(=O)=O,i,0%,?
COc1ccc(N2CCN(C(c3ccc(F)cc3)c3sc4nc(-c5ccco5)nn4c3O)CC2)cc1 (centres undefined),i,-7%,-28%
CCCN1CCN(CCCNC(=O)Cn2c(-c3cccs3)cc3ccccc32)CC1,-7%,0%,-13%
CCc1c(C)sc2c1CCN(Cc1ccccc1C#N)C2c1ccccc1 (centres undefined),-1%,-6%,8%
Cc1ccc(Cl)cc1Nc1nn2c(=O)c3ccc(C(=O)N4CCCC(C)C4)cc3nc2s1 (centres undefined),i,-1%,3%
CC1CCCN(C(=O)c2cc3ccc4cccnc4c3[nH]2)C1 (centres undefined),-93%[inhibitor],-2%,6.3µM*
Cn1ncc2c(NCc3cccc(Cl)c3)ncnc21,-1%,0%,0%
COc1ccc(CCNC(=O)c2cc(Nc3ccccc3)nc3ccccc23)cc1OC,-12%,1%,-39%
COc1ccc2c(c1)CC(C(=O)NCCCN1CCN(c3ccccc3F)CC1)CO2 (centres undefined),i,3%,?
CCc1cc(=O)oc2c3c(c(Cl)cc12)OCN(Cc1cccc(OC)c1)C3,-20%,103%[activator],0%
CCN(C(=O)CSc1nc2ccccc2nc1Cc1cccc(OC)c1)c1cccc(C)c1,-29%,-4%,11µM*
COc1ccc(N(C)C(=O)c2nn(-c3ccc(C)cc3)c(=O)n(C)c2=O)c(OC)c1,i,-8%,-21%
COC(=O)c1c(-c2ccc(Cl)cc2)noc1N1CCN(c2cccc(OC)c2)CC1,-31%[inhibitor],0%,11%
Cc1ccc(C)c(NC(=O)CSc2cn(CC(=O)N3CCCCC3)c3ccccc23)c1,-45%[inhibitor],5%,14%
Cc1ccc(-c2cc(NC(=O)C(C)Oc3ccccc3F)on2)cc1 (centres undefined),-1%,3%,2%
Cc1c(CNC2CCC(C)CC2)c(C(=O)O)c(C)n1Cc1ccccc1F (centres undefined),-3%,-9%,-13%
COc1cccc(C(=O)N2CCN(CCc3ccncc3)CC2)c1,?,-6%,?
COc1ccc(-c2coc3c2c(C)cc2oc(=O)c(CC(=O)O)c(C)c23)cc1,i,-1%,?
COc1ccc(CNC(=O)Cn2c(SCC(=O)N(C)c3ccccc3)nc3ccccc32)cc1,i,-6%,-17%
O=C(NCc1cccc(Cl)c1)C1CCN(C(=O)c2sccc2-n2cccc2)CC1,-14%,-3%,-6%
CC1=C(C(=O)Nc2cccc(C(F)(F)F)c2)C2(CCN(C(C)C)CC2)OC1=O,23%,0%,-10%

# GLP1R inv ag: what is marked active above
canonical_smiles | PTHR1 ag | GLP1R inv ag
CCOc1ccccc1C(=O)N(Cc1cccs1)c1ccc(Cl)cc1 | -28% | 13µM*
CC1CCCN(C(=O)c2cc3ccc4cccnc4c3[nH]2)C1 (centres undefined) | -93%[inhibitor] | 6.3µM*
CCN(C(=O)CSc1nc2ccccc2nc1Cc1cccc(OC)c1)c1cccc(C)c1 | -29% | 11µM*
